High-throughput results as filed in PubChem.
H9c2 TAG inh – triacylglycerol accumulation inhibition; inhibition, % at 12.5 µM; AID 651582; H9c2 cells, Nile Red lipid (TAG) fluorescence; cells loaded with 200 µM oleic acid; 230,000 tested, 0.66% active;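 active means pattern-corrected inhibition of lipid staining of at least 50% with the nuclear-stain viability signal not falling by more than 50%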;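 further: 0% = DMSO wells and 100% = triacsin C control wells; some results filed as inactive read as strong as hits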
H9c2 TAG inh DAPI viability – further read-out of H9c2 TAG inh, marked with its call; DAPI nuclei signal change (viability), lower = more cytotoxic, %;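 whole-well DAPI fluorescence read on a plate reader as a viability signal; minus 50 percent equals half of cells still viable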
An asterisk follows results filed as active.

SMILES | H9c2 TAG inh | H9c2 TAG inh DAPI viability
COc1ccc(NC(=O)CSc2nc3nc(C)cc(C)c3c(=O)[nH]2)cc1OC | -7.5 | -3.3
CC1CCN(S(=O)(=O)c2ccc(C(=O)N3CCN(c4ccccc4F)CC3)cc2)CC1 | 4.5 | 1.2
Cc1ccc(C)c(OCc2nnc(SCC(=O)NC(=O)NCc3ccco3)o2)c1 | 5.6 | -16.3
Cc1c(NC(=O)c2cc(CC(C)C)on2)c(=O)n(-c2ccccc2)n1C | 3.6 | 10.1
CCc1ccc(NC(=O)C(=O)N/N=C(\C)CC(=O)NCc2ccc(Cl)cc2)cc1 | -19.0 | 3.5
O=C(NC(=S)N1CCN(c2ccc([N+](=O)[O-])cc2)CC1)c1ccccc1 | 13.6 | -11.6
Cn1cnc(S(=O)(=O)N2CCCC(c3cc(C(=O)Nc4ccc(F)c(Cl)c4)no3)C2)c1 (configuration not stated) | 9.0 | -5.6
COc1ccc(-c2cc3ccc(OC(C)C(=O)O)cc3oc2=O)cc1 (configuration not stated) | 10.9 | 32.4
CCCC(=O)Nc1sc(-c2ccccc2)c(-c2ccccc2)c1C(=O)O | -16.7 | 13.1
COc1ccc(N2C(=O)c3cccc4c(N(C)CCO)ccc(c34)C2=O)cc1 | -27.3 | 7.7
Cn1c(=O)c2c(nc(N3CCCCCC3)n2CC(=O)c2ccc(Br)cc2)n(C)c1=O | -6.9 | -5.9
O=C(CSc1ccc(-c2ccc3c(c2)OCO3)nn1)Nc1nccs1 | -18.6 | 6.6
CCN(CC)C(=O)COc1ccc(N(C)S(=O)(=O)c2ccc(NC(C)=O)cc2)cc1 | 2.3 | -6.4
COc1ccccc1OCC(=O)N/N=C1/C=C(C)CC1 | -22.4 | -4.1
Cc1ccc(-c2nc3ccccc3nc2Cl)cc1 | -4.2 | -0.8
Oc1ccc(-c2cnc3ccccc3n2)cc1 | 16.5 | -14.5
COc1cc(NC(=O)Cn2cnc3c(OCc4ccccc4)ncnc32)cc(OC)c1OC | 5.1 | -9.4
Cc1oc(-c2cc(F)ccc2F)nc1CN1CCN(c2ncnc3ccccc23)CC1 | -2.4 | 21.4
O=C(NCc1ccncc1)Nc1ccccc1Cl | -39.4 | 4.1
COC(=O)c1cn(NC(=O)C2CCC(C(C)(C)C)CC2)c(=O)c2ccccc12 (configuration not stated) | 11.9 | -10.5
O=C(Nc1ccccc1)N(Cc1cccs1)C1CCCC1 | -4.2 | 8.3
O=C(N/N=C/c1ccc(O)cc1)c1cccc(N/N=C/c2ccc(O)cc2)c1 | 2.9 | -6.5
N#Cc1cc2[nH]c3ccccc3c2[n+](-c2ccc([N+](=O)[O-])cc2)c1N | 12.7 | -17.5
O=C(C(=O)N1CCN(Cc2ccccc2)CC1)c1c[nH]c2ccccc12 | -16.3 | -0.4
CC(=O)Nc1ccc(S(=O)(=O)N[C@@H](C)C(=O)N2CCN(C/C=C/c3ccccc3)CC2)cc1 | 8.2 | -2.5
O=C(NCc1ccco1)c1cccc(-c2cncc3nccn23)c1 | -3.7 | 1.8
COc1ccc(-n2cc(CNCC3CC(=O)N(C4CC4)C3)c(-c3ccccc3Cl)n2)cc1 (configuration not stated) | -7.8 | 31.5
CN(C)C(CNC(=O)C1CCN(S(=O)(=O)c2ccccc2)CC1)c1ccccc1 (configuration not stated) | -11.0 | 9.0
CC1CCCCN1C(=O)Cc1ccc(Cl)cc1 (configuration not stated) | -1.4 | -5.6
COc1ccc(CCNC(=O)CCc2nc3ccccc3[nH]2)cc1OC | 2.1 | -9.0
COc1cc2[nH]c(=O)c(C(=O)NCc3ccc(C)cc3)c(O)c2cc1OC | -5.7 | 22.3
CCn1nc(C)c(/C=N/NC(=S)Nc2ccc(Cl)cc2Cl)c1C | 6.2 | -13.8
CCOCCn1[nH]c2ccccc2c1=O | -9.2 | 2.0
CN1C(C(=O)Nc2cccc(O)c2)=CC(c2ccco2)=NS1(=O)=O | -0.1 | -3.5
C/C(CCc1ccc2c(c1)OCO2)=N\NC(=O)c1ccc(C)cc1C | -4.0 | -1.1
CN1C(=O)C(CC(=O)N2CCN(C(c3ccccc3)c3ccccc3)CC2)N(C)C1=O (configuration not stated) | -10.4 | 3.8
COc1ccc(C(=O)N2CCN(C)C(C)C2)cc1OC1CCN(C(C)=O)CC1 (configuration not stated) | -3.1 | 5.8
COc1ccc(CNC(=S)Nc2ccccc2-c2ccccc2)cc1 | -3.2 | -12.8
COCC(=O)N(Cc1cc2cc(OC)ccc2[nH]c1=O)c1ccc(C)cc1 | 2.5 | 2.3
COC(=O)Cc1c(O)ccn(Cc2cccc(C(F)(F)F)c2)c1=O | -1.5 | 16.3
CCOc1ccc(N(CC(=O)NCC2CCCO2)C(=O)CCC(=O)Nc2ccccn2)cc1 (configuration not stated) | 5.0 | -2.1
CC(C)(CNS(=O)(=O)c1ccc2c(c1)OCCO2)N1CCOCC1 | 26.5 | -5.4
COc1ccc(/C=N/NC(=O)c2ccccc2O)cc1CN1CCOCC1 | -6.1 | 6.5
CCOC(=O)c1c(C)[nH]c(C(=O)OCC(=O)NC2(C#N)CCCCC2)c1C | -6.6 | 4.2
COc1cc(C(=O)NCCCC2CCCC2)ccc1OC1CCN(C(C)=O)CC1 | -3.6 | -3.2
CCOc1ccc(N2CC(C(=O)Nc3cc(OCC)c(N4CCOCC4)cc3OCC)CC2=O)cc1 (configuration not stated) | 9.1 | -1.2
CCCCCCN1C[C@H](n2cc(COC(=O)c3ccccc3)nn2)[C@@H](O)C[C@@H]1c1ccccc1 | -14.6 | 6.2
COc1cccc(/C=N/n2nnnc2N)c1OCC#N | 7.0 | -5.9
C=CCSc1nc(N(CC)CC)c2sccc2n1 | -38.3 | -7.5
O=C(N/N=C\c1c(O)ccc2ccccc12)c1ccc(O)cc1 | 37.9 | -12.8

(cont.)
SMILES | H9c2 TAG inh | H9c2 TAG inh DAPI viability
COc1cnn(-c2cccc(C)c2)c(=O)c1Cl | -4.7 | -6.3
Cc1cc(C)cc(C(O)c2ncc(-c3cccc(F)c3)[nH]2)c1 (configuration not stated) | 9.8 | -12.4
Cc1ccc(S(=O)(=O)N2CCOCC2)cc1C(=O)N1CCN(c2ccc(C(F)(F)F)cn2)CC1 | -3.1 | 3.6
CC1(C)SC(=S)N(/N=C/c2cccnc2)C1N(O)C(=O)Nc1ccccc1 (configuration not stated) | -22.8 | 8.1
N#CCSc1nc2c(cc1C#N)CCCCCC2 | 6.4 | -7.8
COCCn1c(SCC(=O)Nc2sc(C)c(C)c2C#N)nnc1C(C)C | 8.0 | -7.9
O=C(OCc1nnc(-c2ccccc2)o1)c1ccc(S(=O)(=O)NCc2ccco2)cc1 | -11.8 | 8.4
O=C(Nc1cc2c3c(c1)CC(=O)N3CCC2)C1CCCCC1 | 10.8 | -7.5
Cc1n(N)c2ccccc2[n+]1CC(=O)c1ccccc1 | 2.3 | -8.2
C[C@H]1CN([C@@H](C)CO)S(=O)(=O)c2ccc(Br)cc2O[C@@H]1CN(C)C(=O)Cc1ccccc1 | -1.7 | -6.3
CCSc1nnc(-c2ccc(Cl)cc2)c2ccccc12 | -30.1 | -13.4
COc1ccccc1CCC(=O)N(C)CC(=O)Nc1ccc(Cl)c(C(F)(F)F)c1 | -1.7 | -7.6
Cc1cc(C)c(NC(=O)CN(C)C(C)C(=O)N2CCc3ccccc32)c(C)c1 (configuration not stated) | -3.7 | -12.4
C=CCC(O)(CC=C)CNC(=O)C1CCC(=O)N(CCCc2ccccc2)C1 (configuration not stated) | -12.2 | -2.3
CC(Sc1nncn1C)C(=O)Nc1cc(C(F)(F)F)ccc1N1CCOCC1 (configuration not stated) | 4.8 | -3.0
COc1ccc(C(=O)N=c2sc3c(C)ccc(OC)c3n2C)cc1 | 8.0 | 22.3
CC1NC(C)(C)Cc2c1ccc1ccccc21 (configuration not stated) | 28.9 | -17.0
CCOc1ccc(C(=O)Nc2cc(C)c3c(=O)oc4ccccc4c3n2)cc1 | 9.9 | 2.6
COc1ccc(OC)c(C(c2c(O)nc(SC)[nH]c2=O)c2c(O)nc(SC)[nH]c2=O)c1 | 5.2 | -1.8
CCOC(=O)/C(C#N)=C1/C=Cc2ccccc2N1CC | -11.5 | 10.8
CCN(CC)C(=O)C(=O)c1cc(C)n(-c2ccc(F)cc2)c1C | -12.1 | -0.3
CCOC(=O)N1CCC(NC(=O)C(CC(C)C)NC(=O)C2CCCCC2)CC1 (configuration not stated) | -4.2 | -1.4
Cc1c(Cl)cccc1NC(=O)N1CCN(C(=O)c2ccco2)CC1 | 14.4 | -0.8
O=C(OCc1ccc2c(c1)OCO2)c1cccc(S(=O)(=O)N2CCCCC2)c1 | -19.7 | 3.7
O=C1OCC(CC2=C(O)C(=O)OC2)=C1O | 8.3 | 9.0
COc1ccc(CCN2C(=O)CC(N3CCN(c4ccccn4)CC3)C2=O)cc1OC (configuration not stated) | 15.3 | -0.2
CCOc1ccc(N(CC(=O)Nc2ccc3c(c2)OCCO3)S(=O)(=O)c2c(C)noc2C)cc1 | -7.6 | 8.2
Nc1cccnc1Sc1ccccc1 | -5.7 | -5.0
Cc1[nH]n(-c2ccccc2)c(=O)c1-c1cccc(Cl)c1 | -1.3 | 3.3
Cc1ccc(S(=O)(=O)NC(=O)C2(C)CCN2C(=O)c2cccc(F)c2)nc1 (configuration not stated) | 7.8 | 10.4
O=C(Nc1ccccn1)c1ccc2c(c1)S(=O)(=O)c1ccccc1C2=O | -5.9 | -5.9
CCOc1ccc(CC(=O)NNC(=S)NC2CCCCC2)cc1OCC | 26.6 | -9.3
COc1cc(C(=O)NCCN2CCN(C(=O)c3cc(OC)c(OC)c(OC)c3)CC2)cc(OC)c1OC | 9.2 | -0.9
CC1(C)Cc2c(cnn2-c2ccc(F)cc2)C(NC(=O)CCCN2CCCCC2=O)C1 (configuration not stated) | -6.5 | 0.8
CCn1nc(C(=O)NNC(=O)c2ccc(OC(F)F)cc2)c2ccccc2c1=O | 1.8 | -7.8
CCOC(=O)[C@H]1[C@H]2COc3ccc(C)cc3[C@@H]2N2C(=O)c3cc(Cl)ccc3NC(=O)[C@@]12C | 31.7 | 11.3
CCCCN(C)CCNC(=O)C(=O)c1c(C)[nH]c2ccccc12 | 3.5 | -1.5
CCc1cc2c(NCCC(=O)O)ncnc2s1 | -15.5 | 12.6
CCOC(=O)NN1C(=O)c2ccccc2NC1c1ccc(OC)c(OC)c1 (configuration not stated) | 11.1 | 1.1
CCCCOc1ccc(C2C(C(=O)c3ccc(C)o3)=C(O)C(=O)N2Cc2ccco2)cc1 (configuration not stated) | 12.0 | -6.9
Cc1ccc2cccc(OCC(=O)NCc3ccco3)c2n1 | 0.5 | 7.2
N/C(Cc1nc(-c2ccc(F)cc2)cs1)=N\O | 1.0 | -13.0
Cn1c(SCc2ccccc2)nnc1-c1ccc2c(c1)OCO2 | -11.1 | 2.5
COc1ccc(/C(C)=N/NC(=O)CNC(=O)C2COc3ccccc3O2)c(OC)c1 (configuration not stated) | 3.7 | 0.4
CCOc1ccc2nc(SC(C)C(N)=O)[nH]c2c1 (configuration not stated) | 5.4 | -3.5
NC(=S)NC1CC2C=CC1C2 (configuration not stated) | -0.7 | 8.7
CCN(CC)S(=O)(=O)c1ccc(Cl)c(NC(=O)c2ccccc2C)c1 | -7.3 | -1.5
O=C(COC(=O)c1cc[n+]([O-])cc1)Nc1cc([N+](=O)[O-])ccc1Cl | 8.4 | -6.4
COc1ccc(F)c(CN2CCC(n3nccc3NC(=O)CCCc3ccccc3)CC2)c1 | -8.9 | -3.3
CC(C)(C(=O)N1CCC1(C)C(=O)NC1Cc2ccccc2C1)c1ccccc1 (configuration not stated) | 1.8 | -7.7

(list continues)
SMILES | H9c2 TAG inh | H9c2 TAG inh DAPI viability
O=C(c1ccco1)N1CCN(C(c2ccccc2F)c2nnnn2CC2CCCO2)CC1 (configuration not stated) | -8.4 | -3.6
COc1ccc(OCC(O)CN2CCN(c3ccccc3)CC2)cc1 (configuration not stated) | 9.0 | -6.6
COc1ccc(S(=O)(=O)N2CCN(c3ccccn3)CC2)c(OC)c1 | -3.3 | 2.8
Cc1ccccc1-n1c(-c2ccc3ccccc3n2)n[nH]c1=S | 2.6 | 0.6

The list is partial, so the mix of outcomes need not match the whole.
